Assay outcomes (PubChem)
TRHR PAM – allosteric enhancers of human TRH receptor. enhancement, % at 2 µM. TRHR cells, fluo-8 calcium fluorescence, EC20 TRH enhancement. hit rate 0.66% among 360,000; in the data active means enhancement above about 30%; further: 0% is about no effect
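Enhancer read-out: after compound pinning and an initial kinetic agonist-mode read, an EC20 of TRH (10 nM final) was injected and fluo-8 calcium signal (Ex 480/Em 530) followed at 1 s/cycle for 100 cycles in TRHR-expressing cells.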
USP1-UAF1 inh – blocks the human USP1/UAF1 deubiquitinase complex; recombinant USP1/UAF1, Ub-Rhodamine cleavage fluorescence; AID 743255; hit rate 0.23% among 390,000; Potency, µM (titrated, usually from 57.1 µM), inactives show top-dose activity change, negative = inhibition, most hits filed as inhibitors; further: potency means the concentration at half of the fitted maximal effect; on the % scale 0 is the no-effect control and ±100 the full control effect; nearly all actives have a fitted effect of over 60% in size; inactives centre near -12
Target sequence (O94782 whole entry, looked up): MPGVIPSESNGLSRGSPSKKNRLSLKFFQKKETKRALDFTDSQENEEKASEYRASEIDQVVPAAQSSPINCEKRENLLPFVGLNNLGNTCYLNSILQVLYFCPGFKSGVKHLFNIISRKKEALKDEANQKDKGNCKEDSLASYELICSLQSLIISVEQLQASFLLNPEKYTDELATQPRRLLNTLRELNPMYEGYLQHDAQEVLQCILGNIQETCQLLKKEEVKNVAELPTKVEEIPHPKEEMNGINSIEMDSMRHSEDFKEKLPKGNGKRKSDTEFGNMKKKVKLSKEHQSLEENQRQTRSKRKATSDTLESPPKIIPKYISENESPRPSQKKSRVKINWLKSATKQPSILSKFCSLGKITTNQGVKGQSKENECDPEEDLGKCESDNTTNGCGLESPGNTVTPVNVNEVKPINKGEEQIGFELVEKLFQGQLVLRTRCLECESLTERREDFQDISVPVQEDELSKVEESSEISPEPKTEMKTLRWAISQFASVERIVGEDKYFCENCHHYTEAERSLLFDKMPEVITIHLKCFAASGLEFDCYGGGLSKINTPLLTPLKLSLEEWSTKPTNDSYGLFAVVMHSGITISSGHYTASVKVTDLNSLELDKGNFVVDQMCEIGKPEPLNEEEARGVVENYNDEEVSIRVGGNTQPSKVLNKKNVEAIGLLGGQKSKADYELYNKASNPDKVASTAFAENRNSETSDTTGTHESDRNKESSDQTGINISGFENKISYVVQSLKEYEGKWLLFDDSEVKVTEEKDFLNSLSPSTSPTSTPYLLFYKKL
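USP1/UAF1 complex (1 nM) preincubated 15 min at room temperature with compound, then Ub-Rho substrate (150 nM final) added. Kinetic fluorescence at 480/540 nm over 6 reads at 60 s intervals; 50 mM HEPES pH 7.8, 0.5 mM EDTA, 0.1 mg/ml BSA, 1 mM TCEP, 0.01% Tween-20.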
TrxR1 inh – blocks rat thioredoxin reductase 1; Potency, µM (top dose mostly 114 µM), for the others: at the top dose activity change, negative = inhibition, hits mostly inhibitors; AID 588453; recombinant rTrxR1, NADPH fluorescence consumption, selenite substrate; hit rate 1% among 390,000; further: potency means the concentration at half of the fitted maximal effect; on the % scale 0 is the no-effect control and ±100 the full control effect; nearly all actives have a fitted effect of over 65% in size
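Rat TrxR1 (90 nM in the dispensed reagent) was pre-reduced with 400 uM NADPH for 5 min at room temperature, then incubated with compound for 15 min. After 400 uM selenite was added, NADPH fluorescence (Ex 340/Em 450 nm) was followed for 8 min.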
D2 antag – D2 dopamine receptor (human) antagonism. inhibition, % at 10 µM. P14416. HEK293 TREx D2 cells, calcium flux, dopamine EC80. hit rate 2% among 340,000. AID 485344; in the data active means inhibition above about 30%; further: 0% is about no effect
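Measurement of antagonist activity uses fluorescent calcium dye in inducible HEK293 T-REx D2 cells: 10 s baseline, compound addition with 180 s read, EC80 dopamine addition with a further 180 s read.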
mIDH1 inhibitor – human IDH1 R132H inhibition; IDH1-R132H enzyme, NADPH consumption, diaphorase/resazurin fluorescence; Potency, µM (top dose mostly 76.6 µM), for the others: top-dose activity change, negative = inhibition, actives largely listed as inhibitors; hit rate 0.093% among 390,000; further: potency means the concentration at half of the fitted maximal effect; on the % scale 0 is the no-effect control and ±100 the full control effect; nearly all actives have a fitted effect of over 65% in size
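IDH1-R132H (0.5 ug/mL) preincubated 30 min with compound, then NADPH (0.016 mM) and alpha-KG (2 mM) added; 80 min at RT, pH 7.5. Remaining NADPH coupled via diaphorase/resazurin to fluorescence (540/590 nm); concentration-response curves normalized to no-enzyme control.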
Pin1 inh – blocks the human prolyl isomerase Pin1; Q13526; Pin1 FP peptide displacement, HiFluor488, 10 min; Potency, µM (series often up to 115 µM), inactives show top-dose activity, negative = inhibition, actives largely listed as inhibitors; hit rate 0.009% among 390,000; active means well fitted inhibition curve with a large enough effect in the polarisation, with a control signal flat, not every such curve was filed as active; inconclusive means small, poorly fitted or top-dose-only effect, or effect the other way, or a change in a side signal; inactive means no such curve, though single readings can be large or run the other way; the % refers to the polarisation; further: potency means the concentration at half of the fitted maximal effect; on the % scale 0 is the no-effect control and ±100 the full control effect
Target sequence (Q13526 whole entry, looked up): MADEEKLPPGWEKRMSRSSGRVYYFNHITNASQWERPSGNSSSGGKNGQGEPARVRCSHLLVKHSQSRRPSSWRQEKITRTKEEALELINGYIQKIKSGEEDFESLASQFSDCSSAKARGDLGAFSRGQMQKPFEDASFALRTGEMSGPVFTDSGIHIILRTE
D2 agonist – D2 dopamine receptor (human) agonism; P14416; AID 485358; hit rate 0.53% among 340,000; HEK293 T-REx D2 cells, calcium flux agonist mode; activation, % at 2 µM;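 active means activation over 3 SD above normal in the single-dose calcium agonist read, cut at about 30% in these data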; further: 0% is about no effect
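Agonism is scored from calcium flux in a force-coupled, inducible HEK293 cell line expressing D2, read kinetically for 180 s after compound addition against dopamine controls.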
TrxR1 substrate – is turned over as a substrate by rat TrxR1 | purified TrxR1 substrate turnover, NADPH consumption readout | Potency, µM (titrated, usually from 114 µM), without a hit: at the top dose activity change, negative = substrate turnover | hit rate 0.01% among 390,000 | AID 588456; further: potency means the concentration at half of the fitted maximal effect; on the % scale 0 is the no-effect control and ±100 the full control effect; nearly all actives have a fitted effect of over 50% in size
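Rat TrxR1, dispensed at 90 nM, was prereduced with 400 uM NADPH (final) for 5 min at ~22 deg C, then incubated with compound 15 min before 400 uM selenite. A first-read NADPH fluorescence drop versus no-compound background flagged substrates.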
TRHR ag – activates the human TRH receptor; TRHR cells, calcium flux fluo-8, FDSS agonist mode; P34981; activation, % at 2 µM; AID 493084; hit rate 0.18% among 360,000; in the data active means activation above about 30%; further: 0% is about no effect
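Steps: seed TRHR cells overnight; add fluo-8 no-wash Ca dye, RT 30 min–1.5 h; record 10 s baseline; pin-transfer compounds; monitor fluorescence 1 cycle/s for the agonist window. Calcium increases flag candidate agonists.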
Numbers without * were called inactive; ? = inconclusive; . = no result given; [ ] = remark or other dose. Unless noted, the call rests on the fitted dose curve; in most records, active means well fitted inhibition curve with a large enough effect; inconclusive means small, poorly fitted or top-dose-only effect; inactive means no such curve, though single readings can be large or run the other way. These rows are one share of the data; the hit share may differ from the screen's.

Letter code: A = TRHR PAM; B = USP1-UAF1 inh; C = TrxR1 inh; D = D2 antag; E = mIDH1 inhibitor; F = Pin1 inh; G = D2 agonist; H = TrxR1 substrate; I = TRHR ag
Cc1ccc(O)c(C(=O)CC(=O)c2ccccc2Cl)c1
  A = -1; B = -15%; C = 8%[57.1 µM]; D = 1; E = 4%; F = 9%; G = 0.0; H = -1%[57.1 µM]; I = 0.1
O=C(CSc1nnc2ccccn12)NNC(=O)c1ccccc1F
  A = .; B = 5%; C = 2%[57.1 µM]; D = .; E = 5%; F = 3%; G = .; H = 8%[57.1 µM]; I = .
COc1cccc2cc(-c3csc(NC(=O)CCC(=O)NCCCN4CCC(C)CC4)n3)c(=O)oc12
  A = -4; B = -9%; C = 11%; D = -6; E = 6%; F = 1%; G = -0.2; H = 5%; I = -1.1
Cc1cccc(C(=O)Nc2nnc(SCC(=O)Nc3ccc4c(c3)oc3ccccc34)s2)c1
  A = 2; B = -17%; C = 13%[57.1 µM]; D = -1; E = 3%; F = 2%; G = -0.1; H = -1%; I = -0.4
Cc1ccc(S(=O)(=O)NCC(=O)N(CC(=O)NCc2ccccc2)CC2CCCO2)cc1 (stereo not given)
  A = -2; B = 3%; C = 7%[57.1 µM]; D = 1; E = 4%; F = 5%; G = -0.4; H = 6%[57.1 µM]; I = 0.0
CN(CC(=O)Nc1ccc(F)cc1)C(=O)Cn1cnc2ccc(Cl)cc2c1=O
  A = 11; B = -8%; C = 14%; D = -18; E = 15%; F = 1%; G = 0.3; H = -2%; I = 0.6
CN(C)c1ccc(/C=N/Nc2cccc(C(=O)O)c2)cc1
  A = -3; B = -17%; C = -5%; D = 4; E = 0%; F = -3%; G = -0.4; H = -11%; I = 0.1
COc1cc(C(=O)c2nccc3cc(OC)c(OC)cc23)c([N+](=O)[O-])cc1OC
  A = 15; B = ?; C = 15%[57.1 µM]; D = -7; E = 8%; F = 1%; G = -0.3; H = -9%; I = 0.0
Cc1nc(C(=O)NCCO)cc2c1[nH]c1ccccc12
  A = 2; B = -10%; C = 13%; D = .; E = -16%; F = 5%; G = .; H = 38%[activator]; I = 0.0
CC(C)Oc1cccc(C(=O)C2CCCN(C(=O)c3ccc4c(c3)OCO4)C2)c1 (stereo not given)
  A = 3; B = -18%; C = 16%; D = -6; E = 6%; F = -2%; G = 0.3; H = -2%; I = 0.2
C#CCOc1ccc(/C=C2/C(=O)NN(c3ccccc3)C2=O)cc1OC
  A = 2; B = -27%; C = -15%[57.1 µM]; D = -5; E = -3%; F = ?; G = 6.7; H = -3%[57.1 µM]; I = 0.8
CSc1nnc(C2CCN(CC(=O)Nc3ccccc3N3CCOCC3)CC2)n1C(C)C
  A = 5; B = -3%; C = 4%[57.1 µM]; D = 0; E = -1%; F = 3%; G = -0.4; H = -3%[57.1 µM]; I = 0.2
COC(=O)c1c(C)oc(C)c1S(=O)(=O)NCc1cccs1
  A = 12; B = -22%; C = 21%; D = -2; E = 3%; F = 5%; G = 0.0; H = 3%; I = 0.1
Cc1ccc(C(=O)COC(=O)CCNS(=O)(=O)c2ccccc2F)cc1
  A = .; B = -17%; C = 13%; D = .; E = 13%; F = 6%; G = .; H = 0%; I = .
O=C(NCc1ccccn1)c1ccc2ccccc2n1
  A = 1; B = -7%; C = 6%[57.1 µM]; D = 0; E = 20%; F = -1%; G = 1.4; H = 3%[57.1 µM]; I = 0.3
COc1ccc(C(=O)Nc2c(N)nc[nH]c2=O)cc1
  A = .; B = -12%; C = -20%; D = .; E = 2%; F = -2%; G = .; H = -9%; I = .
COc1cc(NC(=O)c2cc3cc4cc(OC)ccc4nc3o2)cc(OC)c1
  A = -4; B = -7%; C = 3%[57.1 µM]; D = .; E = -2%; F = 21%; G = 1.0; H = 4%[57.1 µM]; I = 0.1
Cc1ccc(NC(=O)CSc2nc3ccccc3c(=O)n2CCCC(=O)NCC2CCCO2)cc1 (stereo not given)
  A = -5; B = -16%; C = 16%; D = -1; E = -2%; F = 0%; G = 0.3; H = 2%; I = -0.3
C=CCOc1ccc(CN(C)CC(=O)Nc2ccc3c(c2)CCC3)cc1
  A = 13; B = -20%; C = 20%; D = -23; E = 9%; F = -7%; G = 1.0; H = 1%; I = -0.5
Cc1c(C(=O)NCCCN2CCOCC2)sc2nc(-c3ccccc3)cn12
  A = 0; B = .; C = .; D = 12; E = .; F = .; G = 0.4; H = .; I = 0.4
COc1cccc(OC)c1C(=O)Nc1nc2c(s1)CCc1ccccc1-2
  A = -1; B = -11%; C = 15%; D = .; E = 10%; F = 0%; G = -0.1; H = 6%; I = -0.3
COc1ccccc1-c1ccc(=O)n(CC(=O)NC(C)(C)C)n1
  A = 18; B = -8%; C = 2%[57.1 µM]; D = -3; E = 1%; F = -8%; G = 0.9; H = 0%[57.1 µM]; I = 0.2
O=C(NNC(=O)c1ccc(SCC2CCCO2)c([N+](=O)[O-])c1)c1ccc(F)cc1 (stereo not given)
  A = -8; B = -1%; C = 15%; D = -5; E = 2%; F = -1%; G = 1.0; H = 3%; I = -0.2
Cc1cc(C)c2cc(CN(Cc3cccs3)Cc3nnnn3CC3CCCO3)c(=O)[nH]c2c1 (stereo not given)
  A = 4; B = 1%; C = 3%; D = 1; E = 10%; F = 1%; G = 0.1; H = -9%; I = -0.5
CN(C1CCCCC1)S(=O)(=O)c1ccc2c(c1)CCC(=O)N2
  A = -1; B = -9%; C = ?; D = -8; E = 1%; F = 6%; G = 0.6; H = -10%; I = 0.0
COc1ccc(-c2[nH]ncc2Oc2ccccc2OC)c(O)c1
  A = 0; B = -20%; C = 1%; D = 8; E = 0%; F = 0%; G = -0.2; H = -2%; I = -1.5
CCOC(=O)c1c(C)[nH]c(C)c1S(=O)(=O)N(C)CC(=O)N(C)Cc1ccccc1
  A = -7; B = -19%; C = 6%; D = .; E = 3%; F = -1%; G = .; H = 2%; I = -0.5
COc1ccc(CNC(=O)CSc2nc(SC)ns2)cc1
  A = -2; B = -21%; C = 14%; D = -6; E = -1%; F = -1%; G = -0.5; H = -2%; I = -0.1
Cc1csc2ncnc(N3CCN(C(=S)Nc4ccc(C(F)(F)F)cc4)CC3)c12
  A = 1; B = -23%; C = 0%; D = 11; E = -1%; F = -1%; G = -0.7; H = -5%; I = 0.3
COc1ccccc1C(c1nnnn1C(C)(C)C)N1CCN(C(=O)c2ccco2)CC1 (stereo not given)
  A = 4; B = 6%; C = -36%; D = -10; E = 10%; F = -6%; G = -0.6; H = 9%[57.1 µM]; I = -1.3

Following part
Fields: TRHR PAM | USP1-UAF1 inh | TrxR1 inh | D2 antag | mIDH1 inhibitor | Pin1 inh | D2 agonist | TrxR1 substrate | TRHR ag
COCC(=O)N1CCC(Oc2ccc(C(=O)NC(C)c3nccs3)cc2)CC1 (stereo not given)
 : -8 | -15% | 16% | 3 | 1% | -7% | 0.5 | 6% | 0.6
COc1ccc(S(=O)(=O)Nc2cc3c(cc2N2CCOCC2)n(C)c(=O)n3C)cc1
 : 0 | ? | -9% | . | 34%[activator] | 0% | -0.6 | -3% | -0.4
COCCCNC(=O)Cn1c(=O)n(-c2ccc(C)cc2)c(=O)c2c1c1cc(C)ccc1n2C
 : -5 | -16% | 46%[activator] | . | -5% | -13% | 0.6 | 176%[activator] | -0.2
COc1cc(Br)c(Br)c(Br)c1N
 : 3 | -2% | 8%[57.1 µM] | . | 17% | 10% | . | 9%[57.1 µM] | 0.7
O=C(COC(=O)[C@H](Cc1c[nH]c2ccccc12)NC(=O)c1cccs1)NCc1ccccc1
 : -6 | -1% | -12% | 3 | 3% | 7% | 3.5 | -15% | 2.9
COc1ccc(/C=C/C(=O)c2ccc(C(=O)/C=C/c3ccc(OC)c(OC)c3)cc2)cc1OC
 : -1 | -9% | ? | 34* | -18% | ? | 3.3 | -14% | 8.7
CCCn1c(CN2CCN(C(=O)c3ccco3)CC2)nc2c1c(=O)n(C)c(=O)n2C
 : 6 | -19% | 9%[57.1 µM] | 8 | 11% | -1% | 1.0 | 18%[57.1 µM] | -0.1
Cc1nn(-c2ccccc2)c(Cl)c1/C=N/Nc1ccc(S(=O)(=O)Nc2ccccc2C(=O)O)cc1[N+](=O)[O-]
 : -4 | -23% | -1%[57.1 µM] | -15 | -1% | . | 0.2 | 0%[57.1 µM] | 0.1
NS(=O)(=O)c1ccc(CCNC(=O)c2ccc(S(=O)(=O)N3CCCCC3)cc2)cc1
 : 10 | -4% | 9% | -8 | 5% | 1% | -0.1 | 5% | 1.9
COc1cc(Cl)c(C)cc1NC(=O)COC(=O)c1cc(SC)ccc1Cl
 : 0 | -8% | -5%[57.1 µM] | -1 | 5% | 1% | 1.3 | -30%[57.1 µM] | 1.0
Cc1ccc(S(=O)(=O)N2c3ccccc3-c3c(ssc3=S)C2(C)C)cc1
 : 2 | -19% | ? | . | 5% | -4% | . | -12% | -0.1

Compounds listed so far with an NH in an aromatic ring, in the order listed:
Fields: TRHR PAM | USP1-UAF1 inh | TrxR1 inh | D2 antag | mIDH1 inhibitor | Pin1 inh | D2 agonist | TrxR1 substrate | TRHR ag
Cc1nc(C(=O)NCCO)cc2c1[nH]c1ccccc12
 : 2 | -10% | 13% | . | -16% | 5% | . | 38%[activator] | 0.0
COc1ccc(C(=O)Nc2c(N)nc[nH]c2=O)cc1
 : . | -12% | -20% | . | 2% | -2% | . | -9% | .
Cc1cc(C)c2cc(CN(Cc3cccs3)Cc3nnnn3CC3CCCO3)c(=O)[nH]c2c1 (stereo not given)
 : 4 | 1% | 3% | 1 | 10% | 1% | 0.1 | -9% | -0.5
COc1ccc(-c2[nH]ncc2Oc2ccccc2OC)c(O)c1
 : 0 | -20% | 1% | 8 | 0% | 0% | -0.2 | -2% | -1.5
CCOC(=O)c1c(C)[nH]c(C)c1S(=O)(=O)N(C)CC(=O)N(C)Cc1ccccc1
 : -7 | -19% | 6% | . | 3% | -1% | . | 2% | -0.5
O=C(COC(=O)[C@H](Cc1c[nH]c2ccccc12)NC(=O)c1cccs1)NCc1ccccc1
 : -6 | -1% | -12% | 3 | 3% | 7% | 3.5 | -15% | 2.9
